Assay outcomes: PubChem BioAssay, several laboratories
Fam108B counter – blocks mouse Fam108B hydrolase in RBBP9 counter-screen; recombinant Fam108B, FP-Rh probe fluorescence polarization; inhibition, % at 9.51 µM; hit rate 0.33% among 300,000; AID 1947;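 active = inhibition above the screen mean inhibition plus 3 SD, computed separately per campaign, cut at about 18% in these data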;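 also: inhibitors lower polarization as less probe binds the enzyme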
GRK2 aptamer HTS – human GRK2 inhibition via aptamer displacement; P25098; hit rate 0.59% among 330,000; bead flow cytometry, FAM-aptamer displacement from GRK2; inhibition of aptamer binding, % at 10 µM; AID 488847;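 active = inhibition of aptamer binding above 40%, roughly 3 SD of noise, on plates passing a quality check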;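 also: median bead fluorescence of bound FAM aptamer so fluorescent compounds give negative values; no value below 0 was filed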
Target sequence (P25098 whole entry, looked up): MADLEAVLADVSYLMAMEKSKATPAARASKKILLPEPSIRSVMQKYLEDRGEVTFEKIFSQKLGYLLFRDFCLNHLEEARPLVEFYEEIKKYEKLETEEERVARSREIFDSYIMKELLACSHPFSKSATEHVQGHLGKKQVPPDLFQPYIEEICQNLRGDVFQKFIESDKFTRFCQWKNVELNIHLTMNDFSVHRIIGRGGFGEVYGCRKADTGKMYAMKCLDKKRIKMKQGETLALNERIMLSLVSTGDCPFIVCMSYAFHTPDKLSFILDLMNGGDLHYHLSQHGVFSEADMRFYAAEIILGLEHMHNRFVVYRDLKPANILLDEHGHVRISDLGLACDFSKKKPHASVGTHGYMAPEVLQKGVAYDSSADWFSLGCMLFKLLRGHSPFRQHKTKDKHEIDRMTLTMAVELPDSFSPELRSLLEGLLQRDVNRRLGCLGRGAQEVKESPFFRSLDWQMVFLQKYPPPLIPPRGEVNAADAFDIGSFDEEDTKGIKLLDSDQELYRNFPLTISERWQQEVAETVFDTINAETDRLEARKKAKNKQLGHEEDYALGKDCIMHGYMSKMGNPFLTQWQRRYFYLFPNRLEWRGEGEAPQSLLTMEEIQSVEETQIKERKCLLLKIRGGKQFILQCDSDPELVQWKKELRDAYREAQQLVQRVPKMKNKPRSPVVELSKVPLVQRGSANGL
CIT2 TOR yeast – yeast TOR pathway CIT2-GFP modulation; hit rate 0.065% among 320,000; S. cerevisiae CIT2-GFP strain, flow cytometry, 3 h; 100 means same as DMSO wells; GFP response vs DMSO, % at 10 µM;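 active = GFP response relative to DMSO above a set limit, near the screen mean plus 3 SD, cut at about 150% in these data; inconclusive = Fewer than 70 cells measured for a yeast strain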;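 also: ratio of well median GFP fluorescence to mean of DMSO wells on the plate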
AGP1 TOR yeast – modulators of TOR pathway AGP1-GFP in S. cerevisiae | GFP response vs DMSO, % at 10 µM | S. cerevisiae AGP1-GFP multiplex flow cytometry, 3 h; GFP as percent of DMSO wells | hit rate 0.02% among 320,000;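 active = GFP response relative to DMSO above a set limit, near screen average plus 3 SD, cut at about 150% in these data; inconclusive = fewer than 70 cells counted for the yeast strain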;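 also: median GFP channel fluorescence of the gated AGP1 strain per well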
MCL1 BIM primary – inhibitors of human MCL1 binding to BIM-BH3 peptide | Q07820 | GST-MCL1 / FITC-Bim-BH3 fluorescence polarization | inhibition, % at 10.9 µM | hit rate 0.68% among 320,000 | AID 2057;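 active = inhibition above the mean inhibition of all tested compounds plus 3 SD, set per campaign, cut at about 40% in these data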;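 also: 0% = DMSO wells and 100% = unlabeled Bim-BH3 peptide control; higher means more loss of mP so more displacement of Bim peptide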
GLD-1 TGE inh – GLD-1-TGE RNA interaction inhibition (C. elegans); Q17339; purified GLD-1 + fluorescein TGE RNA, fluorescence polarization; inhibition, % at 5.96 µM; hit rate 0.44% among 320,000;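 active = percent inhibition above a per-plate cutoff, the plate mean of test compounds plus 3 SD, cut at about 30% in these data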;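 also: 0% = DMSO wells with GLD-1 and probe and 100% = wells lacking GLD-1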
BCLXL inh – Bcl-xL (human) inhibition | GST-Bcl-xL / FITC-Bim BH3 peptide fluorescence polarization | inhibition, % at 10.9 µM | hit rate 0.7% among 320,000;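 active = inhibition above the mean of all tested compounds plus 3 SD, cutoff set per campaign, cut at about 30% in these data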;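 also: 0% = DMSO wells and 100% = unlabeled Bim-BH3 peptide competitor; inhibitors lower millipolarization by displacing the labeled peptide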
Target sequence (Q07817 whole entry, looked up): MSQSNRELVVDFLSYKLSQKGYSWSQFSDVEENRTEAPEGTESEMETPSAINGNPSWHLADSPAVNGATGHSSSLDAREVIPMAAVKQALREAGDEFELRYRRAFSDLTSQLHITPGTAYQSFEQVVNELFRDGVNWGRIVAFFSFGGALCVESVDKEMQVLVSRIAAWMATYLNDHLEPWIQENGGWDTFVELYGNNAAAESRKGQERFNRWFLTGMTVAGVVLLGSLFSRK
VLA-4 inh – inhibition in a human VLA-4 binding assay; P13612; VLA-4 expressing cells, ligand binding flow cytometry; inhibition, % (about 7 µM as worked out from the volumes in the protocol); hit rate 0.2% among 330,000; in the data active = inhibition above about 50%
MEX-5 binding – C. elegans MEX-5 TCR-2 RNA binding activity | Q9XUB2 | hit rate 0.38% among 300,000 | activity score (negative = inhibition of binding), % at 10 µM | MEX-5/FITC-TCR2 RNA binding, fluorescence polarization; stronger effect = lower value;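 active = inhibition past about -25% in most replicates, and total fluorescence under double the plate's negative control median, limit read from the data; inconclusive = replicates evenly split on the limit, or fluorescence at least double controls; inactive = too little inhibition in most replicates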;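 also: 0% = DMSO and -100% = 5 µM competing unlabeled TCR2 RNA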
An asterisk follows results filed as active; ? = inconclusive; . = no result given; [ ] = dose if it differs, or a comment.

SMILES	Fam108B counter	GRK2 aptamer HTS	CIT2 TOR yeast	AGP1 TOR yeast	MCL1 BIM primary	GLD-1 TGE inh	BCLXL inh	VLA-4 inh	MEX-5 binding
COc1cccc(-n2c(C)nc3c(cnn3-c3ccc(C)cc3)c2=O)c1	-2.5	0.0	94.3	96.0	1.1	2.8	4.9	6.3	-1.4
CN(Cc1c(C(=O)N(C)Cc2ccccc2)nc2ccccn12)CC1Cc2ccccc2O1 (centres undefined)	2.4	3.0	99.3	107.0	3.9	4.2	3.9	14.6	2.9
Fc1ccc(Oc2nc(-c3ccccc3)nnc2C(F)(F)F)cc1	-0.6	0.0	81.0	94.3	-6.9	-4.8	1.0	-9.2	-4.0
CN(Cc1cccc(Cl)c1Cl)C(=O)c1ccc(NC(=O)CC#N)cc1	-14.9	3.0	99.6	98.2	4.5	-5.4	1.7	.	1.2
COc1ccc(-c2nnc(SCC(=O)Nc3ncc(C)s3)n2-c2ccccc2)cc1OC	2.9	1.0	89.7	94.0	4.9	-3.7	1.5	13.1	-0.2
COCCn1c(Cc2ccccc2)nnc1SCc1ccc([N+](=O)[O-])cc1	-4.4	0.0	102.7	97.5	-27.5	-0.6	-15.4	40.9	-0.3
CC(C)(C)NC(=O)NC(=O)COC(=O)CCC1CCCCC1	0.6	0.0	91.4	101.0	-1.6	9.5	0.4	8.9	1.7
CCC(=Nc1ccccc1O)C1=C(O)CC(c2ccccc2)CC1=O (centres undefined)	5.2	3.0	84.0	93.6	1.0	8.1	5.5	-1.6	-1.5
COc1ccc(C2C(C#N)=C(N)Oc3cc(O)ccc32)cc1C (centres undefined)	0.9	2.0	102.2	111.8	1.9	2.1	8.1	-13.7	-0.1
Cc1ccc(-c2cc(C(=O)NCC(c3ccccc3)N(C)C)c3ccccc3n2)o1 (centres undefined)	.	0.0	110.1	100.5	.	4.6	.	-11.1	.
CCCN1CCN(C(c2cc3cc(OCC)ccc3[nH]c2=O)c2nnnn2C2CCCCC2)CC1 (centres undefined)	2.9	1.0	100.7	96.3	3.2	7.5	0.3	4.7	-4.8
CCOc1ccccc1NC(=O)N1CCC(c2nc3ccc(C)cc3[nH]2)CC1	1.6	0.0	100.4	100.5	-0.3	9.3	1.1	-0.6	-2.3
CC(NC(=O)CSc1nnc(COc2ccccc2)o1)c1ccccc1 (centres undefined)	1.5	0.0	94.0	98.8	7.0	-0.1	4.5	-9.7	1.8
Cc1ccc(S(=O)(=O)Nc2cc(C(=O)Nc3cc(C)cc(C)c3)ccc2Cl)cc1	-4.1	0.0	109.4	106.0	-3.8	3.6	9.2	8.2	-0.5
CSc1ccc(S(=O)(=O)Nc2ccc3c(c2)NC(=O)CC3)cc1	0.7	0.0	100.5	95.0	0.8	3.2	1.4	8.8	-2.6
COC(=O)c1cnc(Oc2ccc(NC(=O)NC(=O)c3ccccc3Cl)cc2)cc1C(F)(F)F	1.1	2.0	101.7	99.2	-0.2	5.7	0.4	9.8	0.4
O=Cc1ccccc1OCc1ccc2c(c1)OCO2	-3.8	1.0	86.8	95.4	-10.8	9.8	-1.3	-3.1	0.1
COc1ccccc1NS(=O)(=O)c1cc(N)ccc1N1CCOCC1	.	0.0	109.6	102.5	.	2.1	.	1.4	.
COC(=O)c1cc(NC(=O)c2cccc(C(F)(F)F)c2)c(=O)oc1C/C=N/OCc1cccc(Cl)c1Cl	-10.0	2.0	116.0	111.1	-24.5	10.4	-2.5	-35.3	6.7
O=C(N/N=C/c1ccc([N+](=O)[O-])cc1)c1[nH]ncc1Br	0.9	3.0	97.6	118.7	5.8	6.3	0.4	0.6	0.5
O=C(OCC(=O)N1CCCC1)c1ccc(Cl)nc1	.	0.0	97.4	98.2	3.9	2.6	6.4	12.1	.
COc1ccc(/C=C/c2ccncc2)cc1	2.1	0.0	108.6	103.6	1.5	-0.4	2.4	13.3	1.0
CSc1nsc(SCC(=O)Nc2cccc(C(=O)O)c2)n1	0.7	0.0	107.9	105.4	6.4	0.2	-0.8	4.8	-0.8
COC(=O)c1cccc(NC(=O)CSc2nc(=O)cc(N)n2-c2ccccc2)c1	0.1	0.0	85.6	117.1	9.7	0.5	4.6	8.1	-0.8
CC(=O)Nc1cccc(NCC(=O)Nc2cc(S(=O)(=O)N3CCCCC3)ccc2Cl)c1	.	3.0	113.7	102.5	.	-6.3	.	23.7	.

Next section, starting with the last 2 of the part before.
SMILES	Fam108B counter	GRK2 aptamer HTS	CIT2 TOR yeast	AGP1 TOR yeast	MCL1 BIM primary	GLD-1 TGE inh	BCLXL inh	VLA-4 inh	MEX-5 binding
COC(=O)c1cccc(NC(=O)CSc2nc(=O)cc(N)n2-c2ccccc2)c1	0.1	0.0	85.6	117.1	9.7	0.5	4.6	8.1	-0.8
CC(=O)Nc1cccc(NCC(=O)Nc2cc(S(=O)(=O)N3CCCCC3)ccc2Cl)c1	.	3.0	113.7	102.5	.	-6.3	.	23.7	.
NNC(=O)C(Cc1cnc[nH]1)NC(=O)OCc1ccccc1 (centres undefined)	-1.2	1.0	97.5	99.3	-1.7	-0.7	-0.8	6.5	1.1
O=C(Cn1ncc2c1-c1ccccc1OC2)N1CCN(Cc2ccc3c(c2)OCO3)CC1	2.9	0.0	94.0	98.5	-2.3	-6.2	0.7	15.3	0.7
CCCCNC(=O)C1CCC(CNS(=O)(=O)c2ccc(NC(C)=O)cc2)CC1 (centres undefined)	7.6	3.0	106.9	105.8	-7.3	5.6	4.1	-4.6	4.4
O=C1CCSc2ccc(Cl)cc2N1Cc1ccc(Cl)cc1	-3.9	1.0	94.5	94.6	4.6	5.5	2.1	15.4	0.8
Cc1cc(C(=O)OCC(=O)N2CCOCC2)c(C)n1-c1ccccc1	.	0.0	95.1	101.9	.	1.6	.	5.6	.
Cc1nc(CS(=O)(=O)c2ccc(Cl)cc2)cc(Sc2ccccc2Cl)n1	-0.6	3.0	111.6	112.5	-1.6	4.1	1.8	-3.4	1.4
Cc1cc(S(=O)(=O)N2CCCOC2CNC(=O)C(=O)NCc2cccs2)ccc1F (centres undefined)	0.2	4.0	105.5	103.0	-0.4	6.3	2.8	9.0	1.9
COc1cnn(-c2ccccc2)c(=O)c1OC	2.9	0.0	107.1	100.4	8.8	5.7	3.6	-6.5	-3.5
Cn1cc([N+](=O)[O-])c(C(=O)N/N=C\c2c[nH]c3ccccc23)n1	7.3	2.0	101.3	100.2	7.5	1.7	4.0	0.5	-0.7
CN1C(=O)c2cccc3c(S(N)(=O)=O)ccc1c23	4.7	3.0	98.0	76.5	9.8	5.3	8.0	11.7	-1.2
COc1ccccc1NC(=O)CCc1nnc2ccc(NCc3ccco3)nn12	3.8	2.0	112.0	118.8	6.2	0.1	4.9	-6.7	1.5
CCn1ncc([N+](=O)[O-])c1C(=O)Nc1ccc(C(=O)N2CCCCC2)cc1	-2.9	1.0	99.5	97.8	-2.9	2.4	1.7	5.4	3.5
CN(C)c1ccc(S(=O)(=O)NCC(=O)OCC(=O)c2ccc[nH]2)cc1[N+](=O)[O-]	.	4.0	87.7	95.8	3.3	0.2	0.6	3.4	.
COc1ccc(CCN2CC(C(=O)OCC(=O)NC(C)c3cccc(Cl)c3)CC2=O)cc1OC (centres undefined)	.	0.0	93.9	100.5	-11.2	-1.5	-12.2	38.3	.
COc1ccc(C(=O)Nc2ccc(N3CCC(C)CC3)cc2)cc1Br	-1.8	0.0	97.0	98.7	0.5	3.6	5.2	20.1	-1.6
CCCCCCCC(=O)NNC(=O)c1c(O)c2ccccc2n(CC)c1=O	-6.7	0.0	85.1	107.5	3.8	-0.3	-0.7	3.6	0.7
CCCCC(=O)c1ccc(O)cc1	4.2	0.0	107.6	102.8	2.9	7.1	3.0	27.3	0.8
CC(C)NC(=O)CCCn1c(=S)[nH]c2cc3c(cc2c1=O)OCO3	-9.4	0.0	100.1	102.3	0.1	5.4	1.3	2.3	-2.2
COc1ccc(-c2oc3ncn(Cc4ccco4)c(=N)c3c2-c2ccc(OC)cc2)cc1	2.8	0.0	92.0	94.5	-2.3	4.1	2.3	13.6	2.4
CCOc1ccc2oc(=O)cc(CN3CCOCC3)c2c1	.	1.0	107.7	100.4	.	.	.	-3.9	-0.5
CCOC(=O)C1CCN(C(=O)COc2ccc(S(=O)(=O)N3CCOCC3)cc2)CC1	-0.5	0.0	95.5	107.2	-1.3	-2.2	-3.1	12.5	-1.3
O=c1cc(N2CCCCC2)c(-c2ccccc2)nn1Cc1ccc(Cl)cc1	-0.2	0.0	101.2	104.4	4.2	-1.0	10.7	9.8	1.4
O=C(/C=C\c1ccco1)c1ccc(NC(=O)c2ccco2)cc1	-17.2	1.0	92.9	98.2	-1.4	-5.3	0.9	17.9	0.2
COC(=O)c1sccc1NC(=O)c1c(C)c(-c2cccc(Cl)c2)nc2ccccc12	2.1	2.0	96.6	97.2	-1.1	-1.0	-4.5	17.8	0.5
CC(=O)C1=C(c2ccccc2)NC(=O)NC1c1ccccc1OCC(=O)Nc1ccccc1 (centres undefined)	-2.3	1.0	93.3	84.8	-1.5	0.7	1.9	17.7	1.2
Going on with the list:
SMILES	Fam108B counter	GRK2 aptamer HTS	CIT2 TOR yeast	AGP1 TOR yeast	MCL1 BIM primary	GLD-1 TGE inh	BCLXL inh	VLA-4 inh	MEX-5 binding
CC(=O)Nc1ccc(S(=O)(=O)N2CCC(N(C)CCC(C)C)CC2)cc1	1.4	0.0	114.2	102.3	-2.5	4.1	-1.4	-7.1	0.8
C[C@H]1CN([C@@H](C)CO)C(=O)c2cccc(NC(=O)C3CC3)c2O[C@H]1CN(C)CC1CCCCC1	.	0.0	97.4	102.7	.	-6.6	.	2.7	.
Cc1nn(-c2ccc(Cl)cc2)c2sc(C(=O)N3CCN(c4ccccn4)CC3)cc12	3.5	0.0	87.5	89.3	-4.4	3.1	4.1	2.0	-0.4
O=S(=O)(Nc1nc2ccccc2nc1N1CCc2ccccc2C1)c1ccc(Br)cc1	6.1	0.0	84.3	90.4	24.1	10.3	26.8	-20.1	.
Cc1ccsc1C1Nc2ccc3ncccc3c2C2=C1C(=O)CC(C)(C)C2 (centres undefined)	4.1	1.0	95.7	100.9	8.7	12.5	9.4	-0.5	0.8
C#C[C@]1(O)CC[C@H]2[C@@H]3CCC4=C(CCC(=O)C4)[C@H]3CC[C@@]21C	-5.9	0.0	97.5	95.3	-1.2	4.7	1.9	1.7	-1.3
COc1c(O)c(=O)n2c3ccccc3c3ccnc1c32	-0.9	2.0	?	17.5[may fluoresce violet]	9.4	4.8	22.2	-8.7	-3.5
O=C(OCCC1Oc2cccnc2NC1=O)c1ccc([N+](=O)[O-])cc1 (centres undefined)	-1.3	2.0	106.8	102.5	3.4	5.9	2.0	1.9	-0.7
CC(=O)c1cccc(N(C(=O)CNC(=O)c2ccco2)C(C(=O)NC2CCCC2)c2ccncc2)c1 (centres undefined)	-3.0	3.0	97.9	94.0	-8.1	-2.4	-2.9	1.9	1.1
COc1ccc(NC(=O)[C@@H](NS(=O)(=O)c2cccc(Cl)c2)C(C)C)cc1S(=O)(=O)N1CCOCC1	.	4.0	89.4	93.0	.	-0.1	.	12.4	.
O=C(NC(=S)N1CCCCC1CO)c1cccs1 (centres undefined)	.	1.0	95.8	93.3	.	-2.3	.	-8.5	.
COc1ccccc1NC(=O)CCc1c(C)[nH]c(=O)c(C#N)c1C	-4.6	10.0	114.0	105.1	2.1	7.7	4.0	1.6	-1.4
